Source: PubChem (several laboratories)
sdo1 growth – growth rescue of sdo1-depleted yeast, primary screen, S. cerevisiae, bone marrow failure model. S. cerevisiae sdo1-depleted JHY4D growth rescue, OD600 30 h; hits give high values; pdr5 snq2 efflux-pump mutant strain. hit rate 0.21% among 140,000. z-score at 10 µM;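 active = z-score above 3 at both the 24 hr and the 30 hr optical density reads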;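 also: z-score against mean and SD of all compound wells on the same plate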
INS promoter inh – inhibitors of insulin promoter-driven GFP, primary screen, imaging, TRM-6 cells (human fetal islet line), eGFP reporter, cell count. AID 1273, 2008. hit rate 0.9% among 130,000. inhibition, % at 2 µM. reporter expression induced with tamoxifen;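 active = inhibition above the mean plus 3 SD, with well images judged a real hit on visual review, cut at about 60% in these data, passing the limit was not always enough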
sdo1 growth Rescue 24 h – also measured in sdo1 growth; calls as there; z-score; S. cerevisiae sdo1-depleted JHY4D growth rescue, OD600; measured here: growth rescue at 24 h;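 0 is the plate mean of compound wells and units are plate SD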
Starred values were filed as active, the others as inactive; . = no result given. Only part of the results is shown. The share of hits here may be higher or lower than overall.

SMILES	sdo1 growth	sdo1 growth Rescue 24 h	INS promoter inh
CCC(C#N)(CC)P(=S)(c1ccccc1)c1ccccc1	-0.74	-0.25	-17
COC(=O)C(O)(c1ccc(N(C)C(=O)COc2ccccc2)cc1)C(F)(F)F (stereo unspecified)	0.23	0.03	-33
O=c1c2ccccc2nc(N2CCCC2)n1-c1ccccc1	-0.83	-1.1	.
COc1ccc(CC2C(=O)N(C)C(=O)N(C)C2=O)c(OC)c1	0.53	1.1	12
CCCCOC(=O)COc1cc(C)cc2oc(=O)c3c(c12)CCC3	-1.3	-1.3	37
O=C(c1cc(-c2ccccc2)nc2ccccc12)N1CCC2(CC1)OCCO2	0.02	0.13	12
O=C1c2cccc3cccc(c23)C(=O)N1/N=C/c1c(O)n(-c2ccccc2)c(=O)[nH]c1=O	.	.	-5
CCC12CN3CCN(CC(C3)/C1=N/NC(=O)c1ccncc1)C2	.	.	36
CN1C(=O)N(C)C(=O)C2(Cc3ccccc3N3CCOCC32)C1=O (stereo unspecified)	0.3	-0.77	43
C(#CCN1CCOCC1)COC/C=C/c1ccccc1	0.92	1.1	18
COc1cc(CN2CCCC(C(=O)c3sccc3C)C2)cc(OC)c1O (stereo unspecified)	.	.	22
CCN(CC)S(=O)(=O)c1ccc(C)c(NCC(=O)Nc2ccc(C#N)c(Cl)c2)c1	0.44	0.73	-47
CN1C(=O)C(Cc2cccc3ccccc23)C(=O)N(C)C1=O	0.3	-0.26	62
COc1ccc(Cn2c(O)c(/C=N/NC(=O)c3ccccc3)c(=O)[nH]c2=O)cc1	-0.04	-0.15	-13
CCOC(=O)c1nc2ccccc2c(=O)n1-c1ccc(C)cc1C	-0.73	-0.74	.
CCCSc1nc(O)c(CC)c(=O)n1C(C)CC (stereo unspecified)	0.05	0.24	53
CN1CCN(c2ncnc3ccc(Br)cc23)CC1	-0.01	-0.47	.
COc1ccc(Cl)cc1NC1=NCC(C)S1 (stereo unspecified)	0.61	0.37	-300
O=P1(Nc2cccnc2)COc2ccccc2OC1	0.29	-0.23	.
O=C(NCc1cccnc1)C(Cl)(Cl)Cl	1.4	1.9	8
CC(=O)N1CN2CN(C(C)=O)CC(C(=O)c3ccc([N+](=O)[O-])cc3)(C2)C1	.	.	-7
Cn1c(O)c(C=NCCN2CCN(C(=O)c3ccccc3)CC2)c(=O)n(C)c1=O	0.99	1.3	.
CCCCNC(=S)N1CCn2cccc2C1c1cccnc1 (stereo unspecified)	.	.	-41
CNCCc1c(C)n[nH]c1C	0.38	0.33	.
CC(C)CCn1c(N)c(C(=O)OCC2CCCO2)c2nc3ccccc3nc21 (stereo unspecified)	-0.85	-0.29	.
CC(C)(C)[C@]1(O)C[C@@H]2OC(=O)C[C@@]23C(=O)O[C@@H]2OC(=O)[C@H](O)[C@]213	0.76	0.21	5
O=c1[nH]c(=O)n(Cc2ccccc2)c(O)c1C=NCCN1CCOCC1	0.83	0.78	.
CN1CCN(S(=O)(=O)c2cnc(Cl)c(Br)c2)CC1	0.53	-0.12	.
Cc1n[nH]c(C)c1CCN	0.74	0.13	14
CCOC(=O)[C@@]1(C#N)[C@@H]2C=CC(C(N)=O)=CN2[C@@H](C(N)=O)[C@@H]1c1cccc(Cl)c1	0.97	1	-3
Cc1sc2ncn(CC(=O)NCC(=O)N3CCC4(CC3)OCCO4)c(=O)c2c1C	0.35	-0.19	.
Cc1ccc(-n2c(O)c(C=Nc3ccc(S(=O)(=O)N(C)C)cc3)c(=O)[nH]c2=O)cc1	0.76	0.67	-27
COc1ccc(CCNC(C)CCc2ccc(OC)cc2)cc1 (stereo unspecified)	0.92	1.4	-32
O=C(C[N+]12CCN(CC1)CC2)NCCc1ccc(Cl)cc1Cl	.	.	-35
CCOC(=O)C(NC(=O)CC)(Nc1ccc(C(O)(C(=O)OCC)C(F)(F)F)cc1C)C(F)(F)F (stereo unspecified)	0.13	-0.03	.
CCc1c(C)nc(N)nc1N1N=C1SC	1.7	2.1	36
Cc1cc(Br)c(NC(=O)CN2CC=C(c3ccccc3)CC2)c(Br)c1	.	.	8
CCCNc1nc(OC)nc(N2CC3CC(C2)c2cccc(=O)n2C3)n1 (stereo unspecified)	.	.	7
CC(=O)Nc1ccccc1C(=O)OCc1ccc(C(=O)c2ccccc2)cc1	-0.19	-0.31	-6
N#Cc1c(/N=C/C2C(=O)NC(=S)NC2=O)sc2c1CCCC2	.	.	-60
Cc1cc(Br)ccc1N1C(=O)CC(=O)NC1=O	1.4	1.3	9
Nc1ccc2c(c1)oc1ccccc12	-0.05	-0.82	-3
COc1cc(CC2(CCc3ccncc3)C(=O)NC(=O)NC2=O)cc(OC)c1OC	.	.	-13
O=C(c1cc(-c2cccnc2)nc2ccccc12)N1CCC2(CC1)OCCO2	0.7	0.34	21
O=[N+]([O-])/C=C1\NCCN1Cc1ccc(Cl)nc1	0.03	-0.96	.
Cc1ccccc1-n1c(C)nc2sccc2c1=O	0.56	-0.07	.
N=C1c2ccccc2CN1c1cccc([N+](=O)[O-])c1	.	.	43
CC(C)(C)P(=O)(c1ccncc1)N1CCCC1 (stereo unspecified)	0.02	-0.66	0
CN1C(=O)C(=Cc2cc([N+](=O)[O-])ccc2N2CCCCC2)C(=O)N(C)C1=O	.	.	0
O/N=C1\CCC2CN(C3CCCCC3)CC2C1 (stereo unspecified)	0.25	0.03	-48

(further entries)
SMILES	sdo1 growth	sdo1 growth Rescue 24 h	INS promoter inh
O=c1[nH]c(=O)n(-c2ccccc2)c(O)c1/C=C/C=Nc1ccccc1	1.2	1.4	9
O=C(CN1CCOCC1)c1ccc2cc[nH]c2c1	1.1	1.5	.
O=C(CN1CC(c2ccccc2)CC1=O)Nc1cccc(F)c1 (stereo unspecified)	2.6	2.8	17
CCCNC(=O)N1C2CCC1CC(O)(c1cccnc1)C2 (stereo unspecified)	1.1	1.1	.
Cc1ccc2c(CN3CC=C(c4ccccc4)CC3)cc(=O)oc2c1C	-0.09	0.48	-65
Cc1ccc2c(c1)C1CN(C)CCC1N2C(=O)/C(C#N)=C/c1ccc2c(c1)OCO2 (stereo unspecified)	.	.	0
O=C(Cc1ccccc1)OC(COCc1ccccc1)CN1CCOCC1 (stereo unspecified)	-0.14	-0.78	-217
CCC(=O)OC1(c2cccc(C)c2)CC(C)N(C)CC1C (stereo unspecified)	0.43	0.55	.
COc1ccc(C2NCc3ccccc3-n3cccc32)cc1 (stereo unspecified)	0.92	1.3	.
Cc1ccc2c(c1)N(N=O)CCC2	-0.96	-1.6	20

A run of entries from further up, for reference:
SMILES	sdo1 growth	sdo1 growth Rescue 24 h	INS promoter inh
Cc1sc2ncn(CC(=O)NCC(=O)N3CCC4(CC3)OCCO4)c(=O)c2c1C	0.35	-0.19	.
Cc1ccc(-n2c(O)c(C=Nc3ccc(S(=O)(=O)N(C)C)cc3)c(=O)[nH]c2=O)cc1	0.76	0.67	-27
COc1ccc(CCNC(C)CCc2ccc(OC)cc2)cc1 (stereo unspecified)	0.92	1.4	-32
O=C(C[N+]12CCN(CC1)CC2)NCCc1ccc(Cl)cc1Cl	.	.	-35
CCOC(=O)C(NC(=O)CC)(Nc1ccc(C(O)(C(=O)OCC)C(F)(F)F)cc1C)C(F)(F)F (stereo unspecified)	0.13	-0.03	.
CCc1c(C)nc(N)nc1N1N=C1SC	1.7	2.1	36
Cc1cc(Br)c(NC(=O)CN2CC=C(c3ccccc3)CC2)c(Br)c1	.	.	8
CCCNc1nc(OC)nc(N2CC3CC(C2)c2cccc(=O)n2C3)n1 (stereo unspecified)	.	.	7
CC(=O)Nc1ccccc1C(=O)OCc1ccc(C(=O)c2ccccc2)cc1	-0.19	-0.31	-6
N#Cc1c(/N=C/C2C(=O)NC(=S)NC2=O)sc2c1CCCC2	.	.	-60
Cc1cc(Br)ccc1N1C(=O)CC(=O)NC1=O	1.4	1.3	9
Nc1ccc2c(c1)oc1ccccc12	-0.05	-0.82	-3
COc1cc(CC2(CCc3ccncc3)C(=O)NC(=O)NC2=O)cc(OC)c1OC	.	.	-13
O=C(c1cc(-c2cccnc2)nc2ccccc12)N1CCC2(CC1)OCCO2	0.7	0.34	21
O=[N+]([O-])/C=C1\NCCN1Cc1ccc(Cl)nc1	0.03	-0.96	.
Cc1ccccc1-n1c(C)nc2sccc2c1=O	0.56	-0.07	.
N=C1c2ccccc2CN1c1cccc([N+](=O)[O-])c1	.	.	43
CC(C)(C)P(=O)(c1ccncc1)N1CCCC1 (stereo unspecified)	0.02	-0.66	0
CN1C(=O)C(=Cc2cc([N+](=O)[O-])ccc2N2CCCCC2)C(=O)N(C)C1=O	.	.	0
O/N=C1\CCC2CN(C3CCCCC3)CC2C1 (stereo unspecified)	0.25	0.03	-48
O=c1[nH]c(=O)n(-c2ccccc2)c(O)c1/C=C/C=Nc1ccccc1	1.2	1.4	9
O=C(CN1CCOCC1)c1ccc2cc[nH]c2c1	1.1	1.5	.
O=C(CN1CC(c2ccccc2)CC1=O)Nc1cccc(F)c1 (stereo unspecified)	2.6	2.8	17
CCCNC(=O)N1C2CCC1CC(O)(c1cccnc1)C2 (stereo unspecified)	1.1	1.1	.
Cc1ccc2c(CN3CC=C(c4ccccc4)CC3)cc(=O)oc2c1C	-0.09	0.48	-65
Cc1ccc2c(c1)C1CN(C)CCC1N2C(=O)/C(C#N)=C/c1ccc2c(c1)OCO2 (stereo unspecified)	.	.	0
O=C(Cc1ccccc1)OC(COCc1ccccc1)CN1CCOCC1 (stereo unspecified)	-0.14	-0.78	-217

(listing goes on)
SMILES	sdo1 growth	sdo1 growth Rescue 24 h	INS promoter inh
Nc1c(C(=O)OC2CCCCC2)c2nc3ccccc3nc2n1CC1CCCO1 (stereo unspecified)	-1.4	-1.2	-3
O=C(c1cccn2c(=O)c3cc(Cl)ccc3nc12)N1CCC2(CC1)OCCO2	-0.36	-0.36	11
Cc1cccc(NC2=NCCCS2)c1C	0.56	0.42	-6
CC(C(N)=O)N1CC(c2ccccc2)CC1=O (stereo unspecified)	0.08	-0.18	18
O=c1c2ccccc2nc(CSc2ncnc3nc[nH]c23)n1-c1ccccc1	0.27	1.7	-10
O=C1NC(=O)N(Cc2ccccc2)C(=O)/C1=C/N1CCCc2ccccc21	0.58	0.56	.
COc1ccc(N/N=C/c2c(O)n(-c3ccc(C)c(C)c3)c(=O)[nH]c2=O)cc1	-1.2	0.06	36
CCc1nc2ccccc2c(=O)n1-c1ccc2ccccc2c1	-0.25	0.19	-36
CCOP(=O)(C(NC(=O)c1ccccc1Cl)=C(Cl)Cl)c1ccccc1 (stereo unspecified)	0.37	0.37	.
N=C1c2ccccc2CN1NC(=O)C1CC1	1.2	1.1	-25
CC(=O)OC1N=C(c2ccccc2)c2cc(C)ccc2NC1=O (stereo unspecified)	0.73	0.32	-16
O=C(CN1CCCC1=O)N1CCOCC1	0.63	0.17	45
CON(C)C(=O)Nc1ccc(Cl)cc1	0.71	-0.36	-43
CCOP(=O)(OCC)C(NC(=O)CN1C(=O)c2ccccc2S1(=O)=O)C(Cl)(Cl)Cl (stereo unspecified)	0.19	-0.82	8
Nc1c([N+](=O)[O-])cc(F)c(N2CCNCC2)c1Br	0.9	-0.55	0
Cc1cnn(C2CCN(C)CC2)c1N	-0.12	-0.32	-26
Cc1ccc(C)c(CN2CCC(n3nnc4cc(F)ccc43)CC2)c1	0.39	0.45	.
CN(CCc1ccccc1)Cc1ccccc1[N+](=O)[O-]	0.84	1.8	-11
Clc1ccc(C2NCCc3[nH]cnc32)cc1 (stereo unspecified)	0.61	-0.25	.
COCCNC(=O)c1c(NC(=O)c2ccco2)n(Cc2ccccc2)c2nc3ccccc3nc12	-0.94	0.32	-29
CC(=O)c1c(O)n(C2CCCCCC2)c(=O)[nH]c1=O	0.67	-0.03	-145
CC(=O)N(C1=NCCCS1)c1ccccc1F	1.1	-0.01	.
O=c1c2ccccc2nc(-c2ccccc2)n1-n1cccc1	0.03	0.02	-6
COc1ccc(S(=O)(=O)N2CC3CC(C2)c2cccc(=O)n2C3)cc1 (stereo unspecified)	.	.	-17
COc1ccc2nc(/N=C/c3c(O)n(-c4cccc(Cl)c4)c(=O)[nH]c3=O)sc2c1	0.45	-0.04	54
NC(=O)CN1CCCC1=O	0.04	-0.49	-19
Cc1ccc(N2C(=O)CC(=O)NC2=O)cc1	0.23	-0.56	30
O=C1CN=C(c2ccccc2)c2ccccc2N1Cc1ccc(C(F)(F)F)cc1	-1.8	-1.2	32
O=c1[nH]c(=O)n(Cc2ccccc2)c(O)c1C=NCCN1CCNCC1	1.5	1.8	-300
Cc1ccccc1Cc1c(C)nc2nc(SCC(=O)N3CCC4(CC3)OCCO4)nn2c1C	0.49	0.87	-43
CC(C)n1c(=O)c(C=Nc2ccc(Br)cc2)c(O)n(Cc2ccco2)c1=O	0.39	0.8	47
COc1cc2[nH]c(=O)n(-c3cccc(Cl)c3)c(=O)c2cc1OC	0.88	1.1	-20
Cc1c(NP(=O)(C(C)(C)C)C(C)(C)C)c(=O)n(-c2ccccc2)n1C	.	.	-30
c1ccc2c(CN3CCCCCCC3)c[nH]c2c1	0.66	1.2	.
